High-throughput results deposited in PubChem by National Center for Advancing Translational Sciences (NCATS).
TRPV1 agonist: human TRPV1 agonism; TRPV1-expressing cells, Fluo-8 calcium influx, agonist mode; activation, % at 8.33 µM; 320,000 compounds, 0.19% hits; AID 540275; in the data active = activation above about 80%; inconclusive = between about 30% and that limit; note: 0% is about no effect
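Fluo-8 calcium influx in TRPV1-expressing cells, kinetic read (ex 480/em 520 nm). Compound added and read 3 min for agonist activity, followed by capsaicin at EC20 final and 2 min further read for enhancement.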
AT treatment: candidate therapy for ataxia-telangiectasia | Potency, µM (doses to about 57.5 µM), without a hit: top-dose activation, usual class: activators | 320,000 compounds, 0.19% hits | […] A-T fibroblasts, KAP-1 phosphorylation AlphaLISA; neocarzinostatin DNA damage 30 min before lysis; note: potency is the fitted concentration of half-maximal effect; % of control where 0% means no effect; nearly all actives have a fitted effect of over 45% in size
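ATM-like activity read as KAP-1 phosphorylation via AlphaLISA donor/acceptor antibody pairs after lysis and 6 hr at 25C. Cells were ATM-null patient fibroblasts ([…], hTERT), dosed 60 min, then exposed to the DSB inducer NCS for 30 min.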
MLL CXXC-DNA inh: blocks binding of human MLL CXXC domain to DNA; Potency, µM (highest dose often 115 µM), inactives show at the top dose activity change, negative = inhibition, actives largely listed as inhibitors; AID 2662; MLL-CXXC / FITC-HOXA9 DNA fluorescence polarization; 290,000 compounds, 0.037% hits; Q03164; active = well fitted inhibition curve with a large enough effect in the polarisation, with a control signal flat, not every such curve was filed as active; inconclusive = small, poorly fitted or top-dose-only effect, or effect the other way, or a change in a side signal; inactive = no such curve, though single readings can be large or run the other way; the % refers to the polarisation; note: potency is the fitted concentration of half-maximal effect
Target sequence (Q03164 whole entry, looked up, the tested form may be a part): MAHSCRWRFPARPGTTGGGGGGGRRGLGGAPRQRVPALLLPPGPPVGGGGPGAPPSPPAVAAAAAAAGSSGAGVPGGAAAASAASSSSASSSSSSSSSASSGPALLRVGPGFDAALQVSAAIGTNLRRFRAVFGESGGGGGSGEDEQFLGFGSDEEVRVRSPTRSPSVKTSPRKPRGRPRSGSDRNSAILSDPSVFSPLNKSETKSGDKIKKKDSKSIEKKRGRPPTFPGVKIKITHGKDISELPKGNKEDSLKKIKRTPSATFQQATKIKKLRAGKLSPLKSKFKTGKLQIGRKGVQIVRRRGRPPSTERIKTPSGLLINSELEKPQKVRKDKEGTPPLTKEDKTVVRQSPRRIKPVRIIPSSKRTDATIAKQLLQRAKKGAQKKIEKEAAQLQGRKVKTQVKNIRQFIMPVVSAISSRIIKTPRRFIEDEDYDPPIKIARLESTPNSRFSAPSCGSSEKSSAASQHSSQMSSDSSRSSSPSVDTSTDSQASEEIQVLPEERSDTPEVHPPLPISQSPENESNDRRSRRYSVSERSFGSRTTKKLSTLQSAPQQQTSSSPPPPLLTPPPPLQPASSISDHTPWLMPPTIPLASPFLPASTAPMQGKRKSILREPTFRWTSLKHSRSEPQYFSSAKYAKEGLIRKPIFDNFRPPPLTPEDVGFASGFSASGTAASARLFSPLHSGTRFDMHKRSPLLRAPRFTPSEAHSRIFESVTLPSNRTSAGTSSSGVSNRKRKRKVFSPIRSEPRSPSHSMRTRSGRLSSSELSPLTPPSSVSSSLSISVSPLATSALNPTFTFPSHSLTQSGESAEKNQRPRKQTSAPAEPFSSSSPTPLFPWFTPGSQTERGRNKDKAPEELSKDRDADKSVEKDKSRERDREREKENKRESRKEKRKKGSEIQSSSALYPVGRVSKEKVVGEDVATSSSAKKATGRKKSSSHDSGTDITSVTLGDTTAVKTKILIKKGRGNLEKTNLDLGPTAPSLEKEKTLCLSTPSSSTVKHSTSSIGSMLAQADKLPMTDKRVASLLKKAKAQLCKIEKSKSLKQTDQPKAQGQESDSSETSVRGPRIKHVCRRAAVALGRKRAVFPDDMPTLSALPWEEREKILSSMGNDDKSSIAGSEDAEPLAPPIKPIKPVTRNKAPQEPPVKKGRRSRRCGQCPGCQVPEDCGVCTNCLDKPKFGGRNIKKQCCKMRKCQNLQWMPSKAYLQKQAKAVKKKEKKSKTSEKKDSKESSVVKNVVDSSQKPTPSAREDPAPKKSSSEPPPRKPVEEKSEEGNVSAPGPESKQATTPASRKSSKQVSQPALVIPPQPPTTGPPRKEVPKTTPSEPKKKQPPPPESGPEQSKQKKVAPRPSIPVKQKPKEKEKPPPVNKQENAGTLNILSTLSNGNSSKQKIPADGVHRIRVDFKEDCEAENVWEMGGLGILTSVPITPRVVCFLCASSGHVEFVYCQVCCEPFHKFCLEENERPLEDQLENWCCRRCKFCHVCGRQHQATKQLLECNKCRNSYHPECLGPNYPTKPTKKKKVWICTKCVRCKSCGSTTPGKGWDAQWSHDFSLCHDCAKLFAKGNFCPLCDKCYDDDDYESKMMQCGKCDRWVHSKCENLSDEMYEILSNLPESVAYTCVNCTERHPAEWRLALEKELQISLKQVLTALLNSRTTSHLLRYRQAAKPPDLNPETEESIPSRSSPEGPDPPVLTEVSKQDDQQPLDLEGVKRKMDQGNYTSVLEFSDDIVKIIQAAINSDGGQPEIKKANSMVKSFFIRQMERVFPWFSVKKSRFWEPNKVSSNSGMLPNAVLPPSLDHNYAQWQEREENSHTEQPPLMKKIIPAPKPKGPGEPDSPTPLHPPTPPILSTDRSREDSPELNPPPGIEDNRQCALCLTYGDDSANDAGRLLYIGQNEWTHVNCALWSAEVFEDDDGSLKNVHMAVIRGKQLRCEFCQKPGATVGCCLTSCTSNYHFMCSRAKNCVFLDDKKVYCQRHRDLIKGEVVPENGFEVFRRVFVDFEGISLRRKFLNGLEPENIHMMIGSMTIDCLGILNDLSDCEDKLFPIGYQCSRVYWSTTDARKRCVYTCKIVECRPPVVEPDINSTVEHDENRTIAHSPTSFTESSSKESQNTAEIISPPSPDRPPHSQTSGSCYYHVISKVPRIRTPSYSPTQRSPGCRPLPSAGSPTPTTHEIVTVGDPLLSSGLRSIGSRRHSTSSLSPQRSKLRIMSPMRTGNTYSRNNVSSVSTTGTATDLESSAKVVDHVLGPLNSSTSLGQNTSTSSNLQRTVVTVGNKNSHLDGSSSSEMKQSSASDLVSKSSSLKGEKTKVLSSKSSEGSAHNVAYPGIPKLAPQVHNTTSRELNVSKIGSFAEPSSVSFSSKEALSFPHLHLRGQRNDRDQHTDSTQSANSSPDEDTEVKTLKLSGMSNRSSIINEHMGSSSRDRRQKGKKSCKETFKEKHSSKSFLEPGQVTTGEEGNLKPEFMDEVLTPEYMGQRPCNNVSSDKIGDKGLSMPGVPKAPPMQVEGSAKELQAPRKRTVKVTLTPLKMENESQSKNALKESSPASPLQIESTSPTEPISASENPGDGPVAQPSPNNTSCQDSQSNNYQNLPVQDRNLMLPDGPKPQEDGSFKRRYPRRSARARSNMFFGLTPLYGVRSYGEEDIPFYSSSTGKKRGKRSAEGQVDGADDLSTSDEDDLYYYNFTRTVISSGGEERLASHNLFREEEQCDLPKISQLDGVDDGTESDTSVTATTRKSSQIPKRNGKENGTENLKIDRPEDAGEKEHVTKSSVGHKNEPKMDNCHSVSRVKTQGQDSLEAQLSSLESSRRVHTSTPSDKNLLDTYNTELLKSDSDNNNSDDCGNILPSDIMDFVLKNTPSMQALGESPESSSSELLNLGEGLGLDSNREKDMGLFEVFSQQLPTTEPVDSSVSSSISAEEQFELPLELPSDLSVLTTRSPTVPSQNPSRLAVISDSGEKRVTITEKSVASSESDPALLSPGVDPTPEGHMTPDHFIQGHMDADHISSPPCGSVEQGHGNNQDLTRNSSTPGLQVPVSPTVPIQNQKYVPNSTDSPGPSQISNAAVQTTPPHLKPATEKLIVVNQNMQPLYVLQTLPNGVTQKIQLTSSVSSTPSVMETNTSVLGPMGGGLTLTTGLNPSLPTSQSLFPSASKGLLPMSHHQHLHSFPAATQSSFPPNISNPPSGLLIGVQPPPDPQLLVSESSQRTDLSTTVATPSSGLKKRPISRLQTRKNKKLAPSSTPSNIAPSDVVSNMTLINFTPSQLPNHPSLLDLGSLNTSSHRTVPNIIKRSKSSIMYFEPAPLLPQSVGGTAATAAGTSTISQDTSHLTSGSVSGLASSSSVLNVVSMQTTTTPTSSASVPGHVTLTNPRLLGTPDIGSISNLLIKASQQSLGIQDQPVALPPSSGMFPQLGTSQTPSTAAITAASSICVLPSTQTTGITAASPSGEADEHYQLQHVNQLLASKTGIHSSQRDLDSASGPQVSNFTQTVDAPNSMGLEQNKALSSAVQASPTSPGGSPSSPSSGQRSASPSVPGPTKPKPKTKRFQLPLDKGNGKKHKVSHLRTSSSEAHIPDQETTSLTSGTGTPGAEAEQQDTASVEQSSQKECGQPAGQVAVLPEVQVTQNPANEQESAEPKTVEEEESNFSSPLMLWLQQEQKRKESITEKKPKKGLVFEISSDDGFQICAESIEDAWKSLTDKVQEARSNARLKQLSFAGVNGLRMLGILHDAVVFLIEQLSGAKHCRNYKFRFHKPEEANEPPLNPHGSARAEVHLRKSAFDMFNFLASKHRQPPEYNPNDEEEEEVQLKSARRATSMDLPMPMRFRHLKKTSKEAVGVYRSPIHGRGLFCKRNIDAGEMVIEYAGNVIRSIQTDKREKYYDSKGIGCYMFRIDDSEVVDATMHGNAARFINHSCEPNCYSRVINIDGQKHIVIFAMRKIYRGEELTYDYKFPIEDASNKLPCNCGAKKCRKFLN
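Purified MLL-CXXC (added from a 7 uM solution) was preincubated 5 min at ambient with pinned compounds in 50 mM Tris-HCl pH 7.5, 50 mM NaCl, 1 mM DTT, 0.05% BSA. Fluorescein-labeled HOX-A9 DNA (50 nM solution) followed, 30 min, then polarization read.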
GALK inh: galactokinase (human) inhibition. Potency, µM (doses to about 57.5 µM), for the others: top-dose activity change, negative = inhibition, hits mostly inhibitors. P51570. AID 1868. 270,000 compounds, 0.007% hits. Purified GALK, Kinase-Glo residual ATP luminescence; note: potency is the fitted concentration of half-maximal effect; % is set by controls: 0 for no effect and ±100 for the full control effect
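5 nM enzyme, 35 uM ATP, 100 uM galactose, 20 mM HEPES pH8.0, 5 mM MgCl2; 1 h RT; residual ATP by Kinase-Glo Plus luminescence, qHTS format.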
KCNH2 3.1 inh: KCNH2 3.1 (human) potassium channel inhibition; U2OS KCNH2 3.1, thallium flux FluxOr; hits give low values; 340,000 compounds, 0.95% hits; activity change, % (tested at about 1.8 µM);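 active = maximum activity change below -70%; inconclusive = maximum activity change from -70% to -50%; inactive = maximum activity change above -50%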;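 note: thallium influx rate constant from kinetic fluorescence after stimulation buffer; % is set by controls: 0 for no effect and ±100 for the full control effect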
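Steps: virus added to U2OS suspension (4 h, RT, dark); medium with 10% FBS added, cells plated, 37 C overnight; FluxOr/Red40 loading buffer 45 min RT; stimulation buffer, 2 min kinetic read; rate constant normalized.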
S-ASM inh: human S-ASM enzyme inhibition; P17405; placental ASM, HMU-PC fluorogenic substrate, 60 min; Potency, µM (highest dose often 57.5 µM), without a hit: top-dose activity change, negative = inhibition, actives largely listed as inhibitors; 340,000 compounds, 0.006% hits; AID 504937; note: potency is the fitted concentration of half-maximal effect
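Human placenta-derived ASM enzyme was preincubated with compound for 10 minutes at room temperature, then given fluorogenic substrate HMU-PC0 (9 uM final) for 60 minutes at 37 °C; a pH 10 stop preceded fluorescence reading at Ex 386/Em 447 nm.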
Integrin act MD: activators of alpha7 integrin expression for muscular dystrophy | alpha7betagal myoblasts, beta-gal FDG fluorescence, 48 h | Potency, µM (series often up to 38.3 µM), for inactives: at the top dose activation, usual class: activators | 350,000 compounds, 0.064% hits;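 note: potency is the fitted concentration of half-maximal effect; 100% = response of the positive control SU9516; nearly all actives have a fitted effect of over 60% in size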
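Alpha7betagal+/- myoblasts (passage 13) were plated 16-24 hr, then exposed to compounds (1:260 dilution of DMSO stock) for 48 hours at 37C. After MPER lysis, β-galactosidase reporter activity was read as FDG fluorescence (ex 480/em 540) after 30 minutes.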
KCNH2 WT inh: inhibitors of human wildtype KCNH2 potassium channel. 340,000 compounds, 0.37% hits. AID 720551. U2OS, BacMam KCNH2, thallium flux FluxOr; hits give low values. activity change, % at 1.84 µM. Q12809;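 active = maximum activity change below -70%; inconclusive = maximum activity change between -70% and -50%; inactive = maximum activity change above -50%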; note: % is set by controls: 0 for no effect and ±100 for the full control effect
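U2OS cells were transduced with wild-type KCNH2 virus (2.03 x 10^8 / mL) for 4 h at room temperature, then cultured overnight at 37 C. Thallium flux was read with FluxOr dye. Rate constants were normalized to DMSO controls.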
FBPA coupling cs: counter-screen for Giardia aldolase inhibitors: coupling enzyme system; coupling enzyme system counterscreen, AmpLite Red fluorescence; activity change, negative = inhibition, % at 58.2 µM, hits read low; 290,000 compounds, 0.67% hits; in the data active = activity change below about -30%; note: % is set by controls: 0 for no effect and ±100 for the full control effect
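First, compound is pin-transferred into glyceraldehyde-3-phosphate coupling-enzyme reagent at 57.5 uM final and held 10 min at RT. Next, substrate, coupling system and AmpLite Red are added. After 20 min RT, fluorescence (525/598 nm) is read.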
MBNL1-CUG inh: MBNL1-poly(CUG) RNA binding inhibition; 280,000 compounds, 0.036% hits; Q9NR56; TR-FRET MBNL1-His/biotin-(CUG)12 binding, 665/545 ratio; Potency, µM (highest dose often 57.5 µM), inactives show at the highest dose activity change, negative = inhibition, hits mostly inhibitors; active = well fitted inhibition curve with a large enough effect in the signal ratio, with a control signal flat, not every such curve was filed as active; inconclusive = small, poorly fitted or top-dose-only effect, or effect the other way, or a change in a side signal; inactive = no such curve, though single readings can be large or run the other way; the % refers to the signal ratio; note: potency is the fitted concentration of half-maximal effect; % is set by controls: 0 for no effect and ±100 for the full control effect
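Ratiometric TR-FRET (665 over 545 nm, excitation 340 nm) tracks disruption of MBNL1-His/biotin-(CUG)12 complex after 60 min at room temperature, with compounds at 92 nM to 58 uM final.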
Starred values were filed as active, the others as inactive; ? = inconclusive; · = no result given; [ ] = another dose, or the depositor's remark. Unless noted, calls come from the whole dose curve; as a rule, active = well fitted curve in the direction sought with a large enough effect; inconclusive = small, poorly fitted or top-dose-only effect, or another doubt; inactive = no such curve, though single readings can be large; an effect the other way counts as inactive or inconclusive.

SMILES	TRPV1 agonist	AT treatment	MLL CXXC-DNA inh	GALK inh	KCNH2 3.1 inh	S-ASM inh	Integrin act MD	KCNH2 WT inh	FBPA coupling cs	MBNL1-CUG inh
COCCn1c(C)cc(/C=C2/NC(=O)N(c3ccc(Cl)cc3)C2=O)c1C	-2	4%	6%	·	6	1%	15%	-4	-3	5%[11.5 µM]
Cc1cccc(OCCCC(=O)NNC(=O)c2ccccn2)c1	-1	3%	·	·	2	2%	-31%	5	·	·
Cc1ccc(OCC(=O)NCCc2nc3ccccc3[nH]2)c(C)c1	30	1%	9%	-3%	-36	-1%	-9%	28	-1	0%
COc1cccc(-c2cc(C(=O)Nc3cnn(Cc4ccccc4C)c3)no2)c1	5	5%	-11%	4%	-16	-1%	10%	-2	0	-7%
O=C(O)CC(NC(=S)NCc1ccccc1)C(=O)O (configuration not stated)	0	2%	1%	1%	-18	-3%	-29%	-4	1	-2%
CCNc1nc(NCC)nc(NS(=O)(=O)c2ccc(N)cc2)n1	-3	2%	-2%	7%	1	0%	-5%	-3	2	5%
COC(=O)c1c(NC(=O)c2nc3ccccc3s2)sc2c1CCN(C(C)=O)C2	2	10%	0%	4%	-6	-14%	14%	3	1	?
CCSc1nc2c(sc3nc(C)cc(C)c32)c(=O)[nH]1	-3	-2%	14%	-1%	·	·	·	·	-2	-7%
COc1ccc(NC(=O)NNC(=O)c2cc3occc3n2C)c(OC)c1	0	-13%	7%	1%	12	-2%	0%	2	2	-7%
COCCNC(=O)CN(CCc1ccccc1)S(=O)(=O)c1ccc(OC)cc1	3	8%	4%	-1%	-3	0%	2%	-17	1	-5%

Overlap with the part before: two entries, followed by the next part.
SMILES	TRPV1 agonist	AT treatment	MLL CXXC-DNA inh	GALK inh	KCNH2 3.1 inh	S-ASM inh	Integrin act MD	KCNH2 WT inh	FBPA coupling cs	MBNL1-CUG inh
COc1ccc(NC(=O)NNC(=O)c2cc3occc3n2C)c(OC)c1	0	-13%	7%	1%	12	-2%	0%	2	2	-7%
COCCNC(=O)CN(CCc1ccccc1)S(=O)(=O)c1ccc(OC)cc1	3	8%	4%	-1%	-3	0%	2%	-17	1	-5%
CC(=O)Nc1ccc(C2=NN(C)C(=NCc3ccccc3)SC2)cc1	-2	-3%	3%	-3%	-26	5%	0%	-3	-1	4%
O=c1/c(=C\c2cccc(O)c2)sc2nc(-c3ccccc3)c(-c3ccccc3)n12	2	-55%[inhibitor]	-24%	-2%	-7	-16%	-8%	-7	-1	6%
CN(C)CCOc1ccc(-c2c(-c3ccsc3)sc3ccccc23)cc1	·	18%	·	·	-13	-5%	0%	30	·	·
CCOC(=O)C1=C(C)NC(=O)NC1c1cn(-c2ccccc2)nc1-c1cccs1 (configuration not stated)	1	7%	-1%	18%	0	-12%	-4%	1	2	14%
C=CCSC1=N/C(=C\c2ccc(C)o2)C(=O)S1	-4	·	12%	2%	-3	-17%	-13%	7	0	13%
NS(=O)(=O)c1ccc(CCNC(=O)CNC(=O)c2ccccc2Br)cc1	1	4%	4%	0%	10	-1%	?	3	0	1%
Cc1ccc(CN(c2ccc(C(=O)Nc3cccnc3)cc2)S(C)(=O)=O)cc1	12	4%	-14%	-2%	-17	-8%	3%	7	-1	-2%
CCn1c(C)c(CS(=O)(=O)c2ccccc2)[nH]c1=O	0	-7%	36%[activator]	0%	-5	3%	-64%[inhibitor]	7	0	3%
COc1ccc(N2CC(C(=O)NCCc3ccc(OC)c(OC)c3)CC2=O)cc1 (configuration not stated)	0	-4%	-3%	2%	-7	5%	10%	0	1	-3%
CCN1CCN(CCCN(Cc2ccco2)C(=S)Nc2cccc(Cl)c2C)CC1	1	1%	10%	-3%	-32	6%	-10%	18	-1	-2%
O=C1CS/C(=N/N=C/c2ccccc2)N1c1ccc(O)cc1	-7	0%	3%	2%	10	-1%	19%	-5	0	7%
CC(C)Cn1c(N)c(C(=O)COC(=O)c2ccncc2)c(=O)n(C)c1=O	0	-1%	-3%	4%	-19	0%	2%	-16	-1	2%
COc1cccc(NC(=O)CN(C)C(=O)Cc2ccc3c(c2)CCC3)c1	18	0%	·	·	5	-3%	-10%	-5	·	·
Nc1ccc2c(c1)-c1ccccc1S(=O)(=O)N2	-1	4%	-10%	4%	0	-1%	-9%	-4	-17	22%
COc1ccc(/C=C/C(=O)NCCOc2ccc(C)cc2)cc1	21	-2%	0%	0%	6	-8%	-24%	-8	-3	7%
CCN(CC)S(=O)(=O)c1ccc(/C=C/C(=O)OCC(=O)Nc2cccc3ccccc23)cc1	-1	9%	-8%	-1%	-13	-5%	12%	-18	-1	18%
Cc1cc(C)cc(NC(=S)Nc2cccc3cnccc23)c1	-1	11%	-5%	0%	-2	4%	-16%	-228*	-36*	12%
Fc1ccccc1OCC1CCCN(Cc2nc(CC3CC3)no2)C1 (configuration not stated)	14	5%	3%	0%	-5	2%	13%	-3	-1	-1%
Cc1ccc(N(Cc2ccccc2)C(=O)c2cc(S(=O)(=O)N3CCOCC3)ccc2C)cc1	24	6%	·	·	-7	3%	4%	-34	·	·
CC(C)(C)c1ccc(/C=N/OCC(=O)NCc2ccccc2)cc1	?	4%	8%	·	-1	-4%	-5%	0	0	-4%
O=C(CN1CCN(C(=O)C2CCCO2)CC1)Nc1ccc(Cl)c(Cl)c1 (configuration not stated)	2	2%	4%	-4%	5	2%	-12%	35	0	4%
CC(=O)c1c(C)[nH]c(C(=O)CN2C(=O)NC(C)(C)C2=O)c1C	-1	0%	·	·	1	2%	14%	10	·	·
CC(C)C12CCC(C(=O)O)C(C1)C(=O)O2 (configuration not stated)	0	5%	2%	0%	17	2%	-1%	4	3	-3%
O=C(C1CCCCC1)N(CCN1CCCC1)c1nc2ccccc2s1	14	-1%	-11%	0%	6	0%	-6%	-5	-1	-2%
CCCOc1ccc2c(CC)cc(=O)oc2c1C	14	2%	16%	2%	6	2%	22%	-4	5	-4%
CCOC(=O)CNC(=O)CSc1nc(-c2cccc(C)c2)ns1	4	4%	6%	6%	-5	0%	-13%	-18	1	-2%
Cc1cccc(NC(=O)CSc2nnc(C)c(=O)n2N)c1	-1	-2%	3%	0%	2	-1%	-20%	-2	0	0%
ClC(Cl)c1nnc(-c2ccccc2)c(-c2c[nH]c3ccccc23)n1	4	4%	6%	0%	-1	2%	-38%	-1	-3	1%
CC1CCCC(NC(=O)COC(=O)COc2ccccc2Cl)C1C (configuration not stated)	3	-1%	-5%	1%	-4	2%	-12%	-11	-3	2%
Cc1nc2ccc(NC(=O)c3ccco3)cc2nc1C	0	2%	17%	-1%	-20	1%	-49%[inhibitor]	-3	-2	?
Cc1ccc(CNC(=O)COC(=O)c2cc(=O)[nH]c3ccccc23)cc1	·	7%	·	·	-12	7%	-25%	-18	·	·
O=C(CSc1nnc(CNC(=O)c2cccs2)o1)Nc1cccc(C(F)(F)F)c1	0	7%	0%	0%	-17	-6%	3%	-16	-1	-1%
COC(=O)c1ccccc1NC(=O)COC(C)=O	1	5%	-20%	5%	2	1%	-46%[inhibitor]	0	2	6%
Cc1nc2ccccc2c(=O)n1-c1cccc(NC(=O)c2cccs2)c1	19	-3%	·	·	-7	-3%	0%	6	·	·
Cc1nc(N2CCOCC2)nc(Oc2ccccc2F)c1[N+](=O)[O-]	-6	22%	0%	5%	2	-4%	18%	0	-1	-2%
Cc1cc(C)cc(N(C(=O)Cn2nnc3ccccc32)C(C(=O)NCc2ccco2)c2ccncc2)c1 (configuration not stated)	-1	5%	-4%	-3%	-9	-2%	-9%	6	-16	2%
COc1cccc2c(=O)n(CC(=O)Nc3ccccc3)ccc12	6	5%	3%	0%	-17	-3%	10%	-26	0	1%
Cc1ccc2[nH]c3c(c2c1)CCCC3C(N)=O (configuration not stated)	1	0%	-6%	0%	0	4%	12%	0	-2	-1%
Cc1cc(Br)ccc1NC(=O)CN(C)C(=O)c1cccc(S(=O)(=O)N2CCN(C)CC2)c1	·	·	·	·	-5	0%	-21%	0	·	·
CCOc1ccc(-c2nc(CSCC(=O)NC3CCCc4ccccc43)c(C)o2)cc1 (configuration not stated)	?	6%	1%	1%	-14	-19%	-36%	-9	6	4%
CNC(=S)N/N=C(\C)c1ccc(C(C)(C)C)cc1	?	4%	-2%	2%	4	1%	24%	6	-1	6%
Cc1ccc(NC(=O)CN2CCN(C)CC2)cc1Br	4	0%	-8%	0%	-16	2%	?	-3	0	-8%
CN(C)S(=O)(=O)c1cccc(NC(=O)c2cccc(S(=O)(=O)N3CCc4ccccc43)c2)c1	-1	8%	·	·	-3	-1%	-26%	8	·	·
